Screening results deposited in PubChem by National Center for Advancing Translational Sciences (NCATS).
POLI inh = inhibitors of human DNA polymerase iota; Q9UNA4; Pol iota fluorescent replication assay, 10 min; Potency, µM (top dose mostly 115 µM), inactives show at the highest dose activity, negative = inhibition, actives largely listed as inhibitors; hit rate 1% among 390,000; AID 588590
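Pol iota at 10 nM preincubated 15 min with compounds at room temperature; reaction started with fluorescent substrate, 50 nM final. Fluorescence read kinetically at 0 and 10 min; buffer-only wells as negative control.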
GLS inhibitor = inhibitors of human glutaminase (GLS); AID 624170; O94925; Potency, µM (top dose mostly 45.5 µM), inactives show at the top dose activity change, negative = inhibition, usual class: inhibitors; hit rate 0.21% among 410,000; GLS enzymatic activity, qHTS titration; also: % is scaled to controls: 0 for no effect and ±100 for the full control effect
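Assay buffer: 45 mM KH2PO4 pH 8.2, 0.02% Tween-20. hKGA acts on L-glutamine (1 mM solution added); product glutamate is reported by an oxidase/peroxidase Amplex Red coupling, with fluorescence taken at baseline and 30 min.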
PGK inhibitor = blocks T. brucei phosphoglycerate kinase | PGK/GAPDH coupled, Kinase-Glo luminescence, 60 min | hit rate 0.043% among 380,000 | P07378 | Potency, µM (titrated, usually from 57.5 µM), for inactives: at the top dose activity change, negative = inhibition, most hits filed as inhibitors | AID 602233; also: % is scaled to controls: 0 for no effect and ±100 for the full control effect; nearly all actives have a fitted effect of over 60% in size
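Recombinant glycosomal PGK reaction used 1,3-bisphosphoglycerate generated in-well by GAPDH (100nM final) in 100mM TEA pH 7.6, 5mM MgCl2, 0.01% Tween-20. After 60 minutes at room temperature, ATP was read by Kinase-Glo Plus luminescence end-point.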
Pin1 inhibitor = human Pin1 inhibition. Q13526. Potency, µM (doses to about 115 µM), without a hit: top-dose activity, negative = inhibition, usual class: inhibitors. hit rate 0.009% among 390,000. AID 504891. Pin1 FP peptide displacement, HiFluor488, 10 min; active = well fitted inhibition curve with a large enough effect in the polarisation, with a control signal flat, not every such curve was filed as active; inconclusive = small, poorly fitted or top-dose-only effect, or effect the other way, or a change in a side signal; inactive = no such curve, though single readings can be large or run the other way; the % refers to the polarisation; also: % is scaled to controls: 0 for no effect and ±100 for the full control effect
BLM inh = inhibitors of human Bloom syndrome helicase BLM | P54132 | Potency, µM (series often up to 56.1 µM), for the others: at the highest dose activity change, negative = inhibition, hits mostly inhibitors | hit rate 0.2% among 350,000 | recombinant BLM DNA unwinding, fluorescence dequenching;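 also: plate controls were vehicle for no effect and no enzyme for full effect; nearly all actives have a fitted effect of over 35% in size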
G9a block = inhibitors of human histone lysine methyltransferase G9a; Q96KQ7; G9a H3K9 monomethylation, AlphaScreen, 2 h; Potency, µM (titrated, usually from 102 µM), without a hit: top-dose activity, negative = inhibition, usual class: inhibitors; hit rate 8.8% among 350,000; AID 504332; also: % is scaled to controls: 0 for no effect and ±100 for the full control effect; nearly all actives have a fitted effect of over 75% in size
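Enzyme 20 nM + cpd, 15 min RT; add b-H3K9 pep 500 nM / SAM 20 uM; 2 h RT; anti-H3K9me1 Ab 0.5 ug/mL + SA donor / anti-rabbit acceptor beads 20 ug/mL each, 10 min; AlphaScreen read.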
BAZ2B inh = BAZ2B (human) inhibition; Q9UIF8; AlphaScreen BAZ2B-H3K14Ac peptide displacement; Potency, µM (highest dose often 114 µM), for the others: top-dose activity change, negative = inhibition, usual class: inhibitors; hit rate 4.4% among 360,000; AID 504333; also: % is scaled to controls: 0 for no effect and ±100 for the full control effect; nearly all actives have a fitted effect of over 60% in size
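AlphaScreen displacement: compounds (up to 110uM) incubated 30 min at room temperature with a preformed 50 nM BAZ2B/50 nM biotinylated H3K14Ac peptide complex in PBS pH 7.4 with Tween-20. Donor and acceptor beads at 10 ug/mL final added, 20 min light-protected before reading.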
HP1b chromo inh = blocks HP1-beta chromodomain binding to methylated histone tails. P83916. AlphaScreen HP1-beta / biotin-H3K9me3 peptide binding. Potency, µM (top dose mostly 114 µM), without a hit: at the highest dose activity change, negative = inhibition, most hits filed as inhibitors. hit rate 0.56% among 390,000. AID 540317; also: nearly all actives have a fitted effect of over 70% in size; inactives centre near 23
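Compound inhibition of the preformed complex between 50 nM HP1-beta and 50 nM biotinylated H3K9me3 peptide was read by AlphaScreen. Buffer was PBS pH 7.4 with 0.01% Tween-20. Incubations ran 30 min at room temperature, with 10 ug/mL donor/acceptor beads.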
JMJD2A Tudor inh = inhibitors of human JMJD2A Tudor domain; AlphaScreen JMJD2A-Tudor / H3K4me3 peptide binding; Potency, µM (series often up to 114 µM), for inactives: top-dose activity change, negative = inhibition, most hits filed as inhibitors; hit rate 4.4% among 390,000; AID 504339; also: % is scaled to controls: 0 for no effect and ±100 for the full control effect; nearly all actives have a fitted effect of over 50% in size
* marks the source's active call; other numbers are inactive results; i = inactive; ? = inconclusive; · = no result given; ! = repeats disagree; [ ] = remark or other dose. Unless noted, calls follow the shape of the dose curve; as a rule, active = well fitted curve in the direction sought with a large enough effect; inconclusive = small, poorly fitted or top-dose-only effect, or another doubt; inactive = no such curve, though single readings can be large; an effect the other way counts as inactive or inconclusive. Potency is read from the fitted curve at half-maximal effect. Not all compounds are listed; the hit share may differ from the screen's.

no.	structure	POLI inh	GLS inhibitor	PGK inhibitor	Pin1 inhibitor	BLM inh	G9a block	BAZ2B inh	HP1b chromo inh	JMJD2A Tudor inh
1	Cc1ccc(SC(C)C(=O)Nc2c(C)n(C)n(-c3ccccc3)c2=O)cc1 (stereo not given)	13%	2%	-4%	3%	1%	-6%[59 µM]	-2%	12%	29%
2	COC(=O)/C(=N/Nc1ccccc1C)N1CCCc2ccccc21	10%	30%	-6%	?	-5%	35µM*	-12%	12%	-16%
3	COc1cccc(/C=N/Nc2nc3ccccc3[nH]2)c1OC	139%[activator]	?	i	-3%	-3%	·	-36%	23%	-23%
4	Cc1ccc(CNC(=O)C(=O)NCC2OCCN2C(=O)c2ccc(Cl)cc2)cc1 (stereo not given)	12%	-2%	-3%	-4%	2%	4%	-10%	35%	13%
5	COc1ccc(NC(=O)c2ccc(-c3csc(C)n3)cc2)cc1	17%	1%	1%	13%	-3%	·	25%	41%[activator]	-17%
6	CNc1nc(N(C)C)nc(N(C)C)n1	-15%	-2%	i	?	-9%	11%[59 µM]	11%	14%	?
7	COc1ccc(C2CC(c3c(-c4ccccc4)c4cc(Cl)ccc4[nH]c3=O)=NN2S(C)(=O)=O)cc1OC (stereo not given)	-2%	-3%	-3%	15%	-3%	7%[59 µM]	8%	25%	-24%
8	COC(=O)Cc1c(C)c2c(OCc3nn[nH]n3)cc(C)cc2oc1=O	24%	-6%	-14%	-8%	-2%	45µM*	-7%	24%	-30%
9	COc1ccc(C2SCCN2S(=O)(=O)c2ccccc2)cc1 (stereo not given)	-29%	-7%	-7%	0%	-5%	48%	21%	25%	13%
10	CN(C)CCCNC(=S)Nc1ccc(Br)cc1	-19%	9%	3%	-15%	-6%	-15%	-4%	-5%	-14%
11	CC1CCCN(C(=O)CCS(=O)(=O)c2ccc3c(c2)n(C)c(=O)c(=O)n3C)C1 (stereo not given)	-1%	1%	-4%	-8%	2%	3%	-28%	58%[activator]	-4%
12	CC(=O)C(Cc1ccccc1)NC(=O)CCl (stereo not given)	-19%	-3%	5%	5%	2%	-38%	7%	46%[activator]	-3%
13	COC(=O)C(C)Sc1nc2c(cnn2-c2ccc(C)cc2)c(=O)[nH]1 (stereo not given)	14%	24%	-2%	-1%	-2%	-10%	3%	?	-10%
14	C/C(=N\NC(=O)c1ccc2c(c1)OCCO2)c1ccccc1	46%[activator]	3%	-5%	-9%	-3%	5%	-3%	23%	-12%
15	CCN(CC(O)c1cccc(O)c1)C(=O)C12CC3CC(CC(C3)C1)C2 (stereo not given)	2%	6%	-7%	-1%	-3%	-3%	-22%	20%	-12%

Reformatted in transposed form: 13 of the compounds above.
1	Cc1ccc(SC(C)C(=O)Nc2c(C)n(C)n(-c3ccccc3)c2=O)cc1 (stereo not given)
2	COC(=O)/C(=N/Nc1ccccc1C)N1CCCc2ccccc21
3	COc1cccc(/C=N/Nc2nc3ccccc3[nH]2)c1OC
4	Cc1ccc(CNC(=O)C(=O)NCC2OCCN2C(=O)c2ccc(Cl)cc2)cc1 (stereo not given)
5	COc1ccc(NC(=O)c2ccc(-c3csc(C)n3)cc2)cc1
6	CNc1nc(N(C)C)nc(N(C)C)n1
7	COc1ccc(C2CC(c3c(-c4ccccc4)c4cc(Cl)ccc4[nH]c3=O)=NN2S(C)(=O)=O)cc1OC (stereo not given)
8	COC(=O)Cc1c(C)c2c(OCc3nn[nH]n3)cc(C)cc2oc1=O
9	COc1ccc(C2SCCN2S(=O)(=O)c2ccccc2)cc1 (stereo not given)
10	CN(C)CCCNC(=S)Nc1ccc(Br)cc1

Compound	1	2	3	4	5	6	7	8	9	10
POLI inh	13%	10%	139%[activator]	12%	17%	-15%	-2%	24%	-29%	-19%
GLS inhibitor	2%	30%	?	-2%	1%	-2%	-3%	-6%	-7%	9%
PGK inhibitor	-4%	-6%	i	-3%	1%	i	-3%	-14%	-7%	3%
Pin1 inhibitor	3%	?	-3%	-4%	13%	?	15%	-8%	0%	-15%
BLM inh	1%	-5%	-3%	2%	-3%	-9%	-3%	-2%	-5%	-6%
G9a block	-6%[59 µM]	35µM*	·	4%	·	11%[59 µM]	7%[59 µM]	45µM*	48%	-15%
BAZ2B inh	-2%	-12%	-36%	-10%	25%	11%	8%	-7%	21%	-4%
HP1b chromo inh	12%	12%	23%	35%	41%[activator]	14%	25%	24%	25%	-5%
JMJD2A Tudor inh	29%	-16%	-23%	13%	-17%	?	-24%	-30%	13%	-14%

11	CC1CCCN(C(=O)CCS(=O)(=O)c2ccc3c(c2)n(C)c(=O)c(=O)n3C)C1 (stereo not given)
12	CC(=O)C(Cc1ccccc1)NC(=O)CCl (stereo not given)
13	COC(=O)C(C)Sc1nc2c(cnn2-c2ccc(C)cc2)c(=O)[nH]1 (stereo not given)

Compound	11	12	13
POLI inh	-1%	-19%	14%
GLS inhibitor	1%	-3%	24%
PGK inhibitor	-4%	5%	-2%
Pin1 inhibitor	-8%	5%	-1%
BLM inh	2%	2%	-2%
G9a block	3%	-38%	-10%
BAZ2B inh	-28%	7%	3%
HP1b chromo inh	58%[activator]	46%[activator]	?
JMJD2A Tudor inh	-4%	-3%	-10%

(listing goes on)
no.	structure	POLI inh	GLS inhibitor	PGK inhibitor	Pin1 inhibitor	BLM inh	G9a block	BAZ2B inh	HP1b chromo inh	JMJD2A Tudor inh
16	O=C(O)/C(=C\c1ccco1)NC(=O)c1ccc(Br)o1	?	?	-12%	-11%	·	·	·	10%	?
17	COc1ccc(N2CCN(CC(=O)Nc3ccc(-n4cnnn4)cc3)CC2)cc1	-6%	3%	-7%	-3%	1%	-27%[59 µM]	-9%	27%	-15%
18	O=C(NC(Cc1ccccc1)C(=O)O)/C(=C\c1ccco1)NC(=O)c1ccc(Br)cc1 (stereo not given)	20µM*	?	-3%	?	-11%	·	-10%	31%	?
19	COc1ccc(CNC(=O)COc2ccc([N+](=O)[O-])cc2)cc1	4%	-8%	i	-3%	-2%	28%[0.501 µM]	-23%	47%[activator]	-11%
20	COC(=O)c1nnn(-c2nonc2N)c1CSc1nnc(N)s1	23%	-4%	-3%	-5%	-2%	?	-3%	32%	-6%
21	COc1cccc(-n2cc3c(c2-c2ccccc2)c(=O)n(C)c(=O)n3C)c1	-4%	2%	-6%	0%	-2%	25µM*	?	-9%	?
22	O=Cc1ccc(OCC(=O)N2CCc3ccccc32)c(Br)c1	-7%	8%	-2%	20%	·	-9%	14%	8%	-9%
23	COc1ccc(C(=O)Nc2nnc(S(=O)(=O)N(C)c3ccc(Cl)cc3)s2)cc1OC	-16%	5%	-7%	7%	-20%	25%[59 µM]	37%[activator]	54%[activator]	5%
24	CCN(Cc1ccc(C#CCCO)cc1)CC1CCCN(CCc2cccc(OC)c2)C1 (stereo not given)	6%	2%	4%	0%	-6%	26%	-31%	9%	-27%
25	CCc1cccc2c(-c3ccccc3)nc(SCC(=O)Nc3ccccc3OC)nc12	5%	6%	-3%	3%	-1%	19%[59 µM]	-1%	64%[activator]	-19%
26	O=C(CSc1n[nH]c(-c2cccnc2)n1)OC1CCCCC1	86%[activator]	0%	9%	-2%	-2%	-2%	-21%	-9%	22µM*
27	COc1ccccc1NC(=O)C1=C(C)Nc2nnnn2C1c1ccccn1 (stereo not given)	23%	30%	i	1%	1%	4%[12.7 µM]	-14%	28%	4%
28	CCOC(=O)C1CCN(C(=O)c2cc3c(s2)-c2ccccc2OC3)CC1	-12%	-7%	-6%	4%	-2%	93%[activator]	39%[activator]	125%[activator]	40%[activator]
29	O=C(COC(=O)c1ccc(S(=O)(=O)N2CCCC2)cc1)Nc1ccc(Cl)cc1	22%	0%	-4%	-1%	·	15%[12.7 µM]	33%[activator]	21%	-12%
30	O=c1c(N2CCOCC2)nsn1Cc1ccccc1	?	9%	-8%	-2%	-2%	-12%[59 µM]	-28%	14%	8%
31	COCCn1cnc2c1c(=O)n(CC(=O)NCC(F)(F)F)c(=O)n2Cc1ccccc1	10%	3%	i	2%	-5%	12%	0%	30%	-8%
32	O=C(COc1ccc2c3c(c(=O)oc2c1)CCC3)c1ccc2c(c1)OCO2	?	3%	·	-6%	-1%	9%	0%	24%	-10%
33	CCCSc1nsc(NC(=O)CC)n1	35%[activator]	9%	-6%	-7%	-9%	16%	23%	-23%	-7%
34	Cc1ccc(N(C)S(=O)(=O)c2ccc3[nH]c4c(c3c2)CCCC4)cc1	-3%	10%	-9%	17%	-12%	?	?	-10%	?
35	O=C(O)c1cc(O)c2c(c1)C(=O)c1cccc(O)c1C2=O	40µM*	22µM*	-27%	?	35µM*!	40µM*	50µM*	?	56µM*
36	COc1ccccc1N1CCN(C(=O)C(CCSC)NS(=O)(=O)c2ccc3c(c2)oc(=O)n3C)CC1 (stereo not given)	5%	1%	3%	6%	1%	16%[59 µM]	17%	18%	-16%
37	N#Cc1ccc(NC(=O)c2nc(-c3ccccc3)n(-c3ccccc3)n2)cc1	-5%	7%	-7%	0%	4%	-32%	-22%	33%	-14%
38	O=C(Cn1cnc2scc(-c3ccc(Cl)cc3)c2c1=O)N1CCOCC1	?	3%	1%	10%	0%	13%	-18%	41%[activator]	-12%
39	CCN1/C(=C2/SC(=S)N(NC(C)=O)C2=O)Sc2ccc(Cl)cc21	2%	2%	-3%	?	-3%	·	-6%	45%[activator]	-16%
40	CCN(C(=O)COC(=O)c1ccc(OC)c(S(=O)(=O)N2CCCc3ccccc32)c1)C1CCS(=O)(=O)C1 (stereo not given)	35%[activator]	-7%	-3%	18%	-7%	?	-17%	23%	-7%
